# XiGFP reactiv – X-chromosome reactivation activator | XiGFP mouse fibroblasts, % GFP-positive cells imaging, 3 d; cells co-treated with 5-aza-dC sensitizer; scaled so ellipticine positive control = 100% | activation, % at 7.58 µM | 360,000 compounds, 0.055% hits | AID 743238;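 active = mean normalized replicate activation at least 10% and every replicate at or above 10%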;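 also: 0% = median of on-plate neutral control wells and 100% = ellipticine 6 µM median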
#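 Material: XiGFP fibroblasts, SV40-immortalized. Buffer or medium: DMEM plus 5-aza-dC sensitizer. Compound: single concentration per compound, delivered by pin transfer. Times: 3 days compound exposure. Controls: ellipticine 6 µM.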
# S100A4 inh HTS – blocks human S100A4 binding to myosin IIA peptide | AID 652163 | inhibition, % at 10.7 µM | 360,000 compounds, 0.14% hits | P26447 | S100A4/TAMRA-MyoIIA peptide fluorescence polarization;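 active = mean inhibition of at least 70% across replicates, with every replicate also reaching that level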
# Target sequence (P26447 whole entry, looked up): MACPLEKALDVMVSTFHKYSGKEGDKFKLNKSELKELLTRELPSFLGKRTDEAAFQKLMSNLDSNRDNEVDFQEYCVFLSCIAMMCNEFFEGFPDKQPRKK
#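 incubation = readout 5 min after mixing, signal stable up to 60 min | system = S100A4 monomer protein | buffer or medium = HEPES pH 7.2 with CaCl2, KCl, NaCl, DTT, Triton | benchmarks = neutral control DMSO, positive control TFP | also added = fluorescent myosin IIA peptide, 5 nM | compound dosing = one concentration per compound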
# RAD52 inh – blocks human RAD52 DNA annealing; P43351; recombinant RAD52 DNA annealing, FRET fluorescence; inhibition, % at 18.7 µM; 360,000 compounds, 0.46% hits; AID 651710;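 active = every replicate showing at least 50% inhibition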
# esBAF inh – inhibitors of esBAF chromatin remodeling in mouse ES cells; 350,000 compounds, 2% hits; Bmi1-luciferase knock-in reporter, 24 h; 100% = twice the neutral-well signal; AID 602393; reporter increase, % at 12.5 µM; in the data active = activation above about 40%;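 also: 0% = median of the plate's neutral control wells and 100% = double that signal; a rise in the Bmi1 reporter signal indicates esBAF inhibition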
# ERAP1 inh – inhibitors of human ERAP1 aminopeptidase. recombinant ERAP1, Leu-AMC fluorescence, 60 min. inhibition, % at 10.7 µM. 340,000 compounds, 0.15% hits;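 active = mean replicate inhibition of at least 30%, or all replicates individually reaching that 30% level; inactive = mean below 30% and not every replicate reaching it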;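 also: 0% = neutral control wells and 100% = L-leucinethiol positive control wells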
# Target sequence (Q9NZ08 whole entry, looked up): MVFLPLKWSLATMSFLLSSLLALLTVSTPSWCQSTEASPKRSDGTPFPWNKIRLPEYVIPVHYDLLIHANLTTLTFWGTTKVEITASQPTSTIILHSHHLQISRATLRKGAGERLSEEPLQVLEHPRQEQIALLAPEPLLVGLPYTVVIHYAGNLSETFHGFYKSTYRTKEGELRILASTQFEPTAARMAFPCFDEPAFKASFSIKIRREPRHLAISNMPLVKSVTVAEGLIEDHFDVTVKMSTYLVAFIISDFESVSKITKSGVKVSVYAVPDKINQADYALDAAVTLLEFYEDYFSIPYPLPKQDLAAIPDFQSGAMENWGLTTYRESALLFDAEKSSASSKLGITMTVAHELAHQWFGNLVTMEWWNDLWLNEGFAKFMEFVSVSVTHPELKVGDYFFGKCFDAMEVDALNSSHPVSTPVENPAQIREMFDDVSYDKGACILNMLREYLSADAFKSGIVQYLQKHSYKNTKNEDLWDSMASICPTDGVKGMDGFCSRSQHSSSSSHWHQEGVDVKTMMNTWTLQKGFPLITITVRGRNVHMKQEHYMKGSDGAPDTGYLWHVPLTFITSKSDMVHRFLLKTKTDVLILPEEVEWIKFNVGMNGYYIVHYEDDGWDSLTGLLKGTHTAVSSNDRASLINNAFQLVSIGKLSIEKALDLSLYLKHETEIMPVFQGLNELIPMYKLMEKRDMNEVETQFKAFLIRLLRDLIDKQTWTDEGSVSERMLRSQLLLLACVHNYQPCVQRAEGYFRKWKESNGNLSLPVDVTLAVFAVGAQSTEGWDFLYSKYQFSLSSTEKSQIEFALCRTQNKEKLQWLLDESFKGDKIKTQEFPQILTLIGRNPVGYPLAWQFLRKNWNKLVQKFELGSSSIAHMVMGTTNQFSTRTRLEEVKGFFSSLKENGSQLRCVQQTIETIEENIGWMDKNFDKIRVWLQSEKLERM
# E-selectin induc – induces E-selectin expression in human endothelial cells; HUVEC E-selectin immunofluorescence imaging; normalized: neutral wells 0, TNF-alpha wells 100; AID 686992; 260,000 compounds, 0.37% hits; activation, % at 7.58 µM;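 active = mean E-selectin-positive cell signal at least 10% of the positive control, reached in at least 60% of replicates, without over 20% cell loss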;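 also: in these data hits start at about 27%; measured in HUVEC primary endothelial cells; signal is the percent of cells scored E-selectin positive by PE staining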
#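 Read-out basis: % PE-positive cells; Test system: HUVEC primary endothelial cells; Technique: immunofluorescence imaging; Dosing: single-point compound dose.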
# ERp5 block – ERp5 (human) disulfide isomerase inhibition. Q15084. ERp5 insulin aggregation, absorbance 650 nm, 90 min. inhibition, % at 9.99 µM. 350,000 compounds, 0.05% hits. AID 651711;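 active = mean replicate inhibition above about 25%, with every replicate also reaching it, limit read from the data, passing the limit was not always enough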
# RAD54 inh – blocks human RAD54 Holliday junction branch migration; Q92698; FAM/BHQ fluorescence; inhibition, % at 10.4 µM; 360,000 compounds, 0.14% hits; AID 602329;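 active = mean normalized replicate activity at least 40 and at least half of replicates scoring 40 or more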;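 also: 0% = median of neutral control wells and 100% = median of positive control wells; inhibitors cause a drop in the FAM fluorescence signal; in these data hits start at about 50%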
# * = called active by the depositor; . = no result given; & = joins results of further samples.
SMILES,XiGFP reactiv,S100A4 inh HTS,RAD52 inh,esBAF inh,ERAP1 inh,E-selectin induc,ERp5 block,RAD54 inh
C=CCn1c2ccccc2c(=O)c2cc(C#Cc3cc(OC)cc(OC)c3)ccc21,0.0,0,-31,-9,.,0.0,0,-6
CO[C@@H](CN(C)S(=O)(=O)c1ccc(Cl)cc1)[C@@H](C)CN(Cc1ccccc1Cl)[C@H](C)CO,0.1,0,-6,2,2,-0.1,-1,5
O=C(C[C@@H]1CC[C@H](NC(=O)c2ccccc2)[C@@H](CO)O1)NCCc1ccncc1,-0.1,10,1,-6,-2,-0.4,-1,-2
O=C(CSc1nnc(C2CC2)n1C1CC1)c1cccs1,0.1,-4,-10,4,-1,-0.3,-2,10
Cc1nnc(NC(=O)CSc2nc3c(c(=O)n2CCc2ccccc2)SC(C)C3)s1 (centres undefined),0.2,-2,-5,0,3,0.1,0,-6
N#Cc1cnn2c(-c3ccc(Cl)cc3Cl)ccnc12,0.0,-7,-20,.,2,.,2,.
Cc1cccn2c(=O)c(/C=C(\C#N)S(=O)(=O)c3ccccc3)c(N3CCN(c4ccccc4)CC3)nc12,0.2,8,-30,7,0,.,-14,-6
O=Cc1ccc(OCC(=O)Nc2ccccc2C(F)(F)F)cc1,0.0,-6,-2,.,-1,-0.8,1,4
O=C(COC(=O)c1ccccc1O)NCCc1c[nH]c2ccccc12,-0.1,-6,-1,-10,-5,.,4,-1
Cc1ccc(-n2c(C)cc(C(=O)CSc3nnc4ccccn34)c2C)cc1,-0.1,0,-20,.,0,-0.2,-5,.
C[C@H](CO)N1C[C@H](C)[C@H](CN(C)Cc2ccc(F)cc2)Oc2ncc(/C=C/c3ccccc3)cc2C1=O,0.0,-9,-8,-3,-3,-0.2,7,5
O=C(CN1C(=O)COc2ccccc21)NCCCN1CCCCC1,0.0,-18,-9,3,2,.,-5,-8
C[C@@H]1CN([C@@H](C)CO)C(=O)c2cccc(NS(=O)(=O)c3ccccc3)c2O[C@H]1CN(C)C(=O)Nc1ccccc1,-0.8,2,18,2,-3,.,-1,4
CN(C)C(CNC(=O)c1ccc(NS(=O)(=O)c2ccc(F)cc2)cc1)c1ccco1 (centres undefined),-0.1,10,2,0,0,2.3,18,-1
C/C=C(\C)C(=O)Nc1cccc(C2=NOC3(C2)C[C@@H](C(N)=O)N(C(=O)/C(C)=C/C)C3)c1 (some centres undefined),0.0,-3,-15,-8,-2,-0.1,3,-5
NC(N)=NCC(O)CN(c1ccccc1)c1ccccc1 (centres undefined),0.1,7,-11,.,1,.,-8,20
CCCS(=O)(=O)N1CCCC(C(=O)NCCCN2CCN(c3ccc(F)cc3)CC2)C1 (centres undefined),.,-1,5,-6,-2,.,-1,-10
CCn1ncc(Br)c1C(=O)Nc1ccc(F)c([N+](=O)[O-])c1,0.0,1,-7,.,3,-1.8,9,3
CC(C)NC(=O)Nc1ccc2c(c1)CC(=O)N([C@@H](C)CO)C[C@@H](C)[C@@H](CN(C)C(=O)Nc1ccc(C(F)(F)F)cc1)O2,-1.0,5,11,-3,2,-0.1,1,-1
Cc1ccc(S(=O)(=O)Nc2ccc3c(c2)C(=O)N([C@H](C)CO)C[C@@H](C)[C@@H](CN(C)S(=O)(=O)c2ccc(F)cc2)OCCCC[C@H](C)O3)cc1,-0.9,-11,1,3,1,-0.1,3,-2
Cc1c(NC(=O)c2cc(-c3ccc(Cl)cc3)on2)c(=O)n(-c2ccccc2)n1C,-0.1,2,-7,-7,-2,.,4,-2
COc1ccccc1CN1CCNC(=O)C1CC(=O)N(C)Cc1cnccn1 (centres undefined),-0.1,5,-21,.,2,2.4,3,.
CC1CCCC(C)N1C(=O)COC(=O)c1nn(C)c(=O)c2ccccc12 (centres undefined),0.1,-1,-16,4,-2,2.0,-6,-2
CCN(CC)S(=O)(=O)c1ccc(NC(=O)c2cccnc2Cl)c(NC(=O)c2cccnc2Cl)c1,0.1,0,-7,.,-2,.,5,.
CN(C(=O)COC(=O)c1ccccc1NCc1ccco1)c1c(N)n(Cc2ccccc2)c(=O)[nH]c1=O,0.0,1,-24,.,1,-0.2,-1,.
Cc1nc(NC(=O)CN(C)S(=O)(=O)c2ccc(Cl)cc2)sc1C,.,-3,-11,-8,-1,.,-2,0
CO[C@@H]1CN(C)C(=O)c2ccc(NC(C)=O)cc2OC[C@@H](C)N(Cc2ccc(F)cc2)C[C@H]1C,0.0,7,7,-4,2,-0.1,-5,0
O=C1CCCCC1C1(O)C(=O)Nc2ccccc21 (centres undefined),0.0,4,-10,0,-1,-0.3,2,4
O=C(c1cnc2n(c1=O)CCS2)N1CCN(c2ccccc2F)CC1,0.1,0,-1,5,3,.,-4,-7
Cc1noc(NS(=O)(=O)c2ccc(NC(=O)c3cccc(S(=O)(=O)N(C)c4ccccc4)c3)cc2)c1C,0.0,-23,-9,-4,-2,.,-5,-5

# Filtered by structure, those above containing an NH in an aromatic ring.
SMILES,XiGFP reactiv,S100A4 inh HTS,RAD52 inh,esBAF inh,ERAP1 inh,E-selectin induc,ERp5 block,RAD54 inh
O=C(COC(=O)c1ccccc1O)NCCc1c[nH]c2ccccc12,-0.1,-6,-1,-10,-5,.,4,-1
CN(C(=O)COC(=O)c1ccccc1NCc1ccco1)c1c(N)n(Cc2ccccc2)c(=O)[nH]c1=O,0.0,1,-24,.,1,-0.2,-1,.

# (list continues)
SMILES,XiGFP reactiv,S100A4 inh HTS,RAD52 inh,esBAF inh,ERAP1 inh,E-selectin induc,ERp5 block,RAD54 inh
Cc1ccccc1N1CCN(C2CCCN(C(=O)c3ccc(Cl)s3)C2)CC1 (centres undefined),-0.1,-8,-1,1,3,-0.6,-3,-12
CCNc1nc(C)c2cc(Br)c(=O)n(CC)c2n1,.,9,-16,-19,-1,.,7,-19
O=C(C[C@@H]1CC[C@@H]2[C@H](COC[C@@H](O)CN2Cc2cccc(C(F)(F)F)c2)O1)NCc1ccccc1,0.1,-5,-4,-4,-4,0.1,0,14
O=C(NCCS(=O)(=O)N1CCN(c2ccccc2)CC1)c1cccs1,-0.1,0,-6,-10,-1,4.7,9,15
COC(=O)CCCCCCCCCCN1CCCCC1,-0.1,.,.,7,.,1.2,.,-9
COC(=O)c1cccc(NC(=O)CC2C(=O)NCCN2C(=O)Nc2cc(C)cc(C)c2)c1 (centres undefined),0.2,-2,-4,-9,-3,-0.3,0,1
O=C(O)c1ccc(NN=Cc2cc(=O)[nH]c(=O)[nH]2)cc1,0.2,14,-32,-1,-22,-0.2,8,-10
COc1cccc(NC(=O)COC(=O)C2CCCCC2)c1,0.4,-1,-11,-5,-2,3.8,-14,-6
C[C@H](CO)N1C[C@H](C)[C@@H](CN(C)Cc2ccc(F)cc2)OCc2ccccc2-c2ccccc2C1=O,-0.1,7,12,-4,1,-0.3,.,-6
COc1ccc(CNC(=O)C2CCN(C(=O)[C@@H]3Cc4ccccc4CN3)CC2)cc1,0.3,-4,-2,-1,-6,0.0,7,-8
COc1ccc(S(=O)(=O)N(C)C[C@@H]2Oc3ccc(NS(=O)(=O)c4cn(C)cn4)cc3C(=O)N([C@@H](C)CO)C[C@@H]2C)cc1,-0.8&0.1,5,0,-1&0,1,-0.3&-0.1,3,3
O=c1[nH]c2ccccc2c2oc(CCl)nc12,0.0,0,-10,-4,7,.,8,.
C[C@H]1CN([C@@H](C)CO)C(=O)c2cc(NC(=O)C3CCCCC3)ccc2O[C@H]1CN(C)Cc1ccc2c(c1)OCO2,0.3,9,9,0,-1,-0.1,1,-4
CO[C@H]1CN(C)C(=O)c2cc(NC(C)=O)ccc2OC[C@@H](C)N(C(=O)C2CCCCC2)C[C@@H]1C,0.2,-6,-13,7,-2,-0.1,-1,3
CCCNC(=O)N1CC2(CCN(S(=O)(=O)CC)CC2)c2c([nH]c3cc(OC)ccc23)[C@@H]1CO,0.0,-38,-7,.,-1,-0.1,0,.
CCCC(=O)Nc1ccc2c(c1)OC[C@H](C)N(C(=O)c1cccnc1)C[C@@H](C)[C@@H](OC)CN(C)C2=O,-0.1,-1,-7,-3,-1,-0.1,4,4
COc1cccc(-c2ccc(C3[C@H]4CNC[C@@H]3N4S(=O)(=O)c3cccc(Cl)c3)cc2)c1 (some centres undefined),0.0&0.2,4&5,53*,.,-1&-4,-0.5&0.4,3&2,.
Cc1ccc(Cl)cc1NC(=S)N(CCCN1CCN(C)CC1)Cc1ccco1,0.2,-2,-21,0,5,0.0,-1,8
CNC[C@@H]1Oc2cc(C#CCN(C)C)ccc2S(=O)(=O)N([C@@H](C)CO)C[C@H]1C,-0.8,-21,-2,-3,3,1.6,-6,-14
CC1CC(C)CN(C(=O)COC(=O)c2nn(C)c(=O)c3ccccc23)C1 (centres undefined),0.2,-1,-5,2,-1,.,-2,6
Cc1ccc(N(CC(=O)NCCc2ccccc2)S(=O)(=O)c2c(C)noc2C)cc1,.,-1,-16,.,-3,.,-1,.
O=C(O)CCC(=O)Nc1ccc(Br)cc1C(=O)c1ccccc1Cl,0.0,-2,-7,.,3,0.1,3,-4
C=CCN1CCc2c(cc(O)c(O)c2Cl)C(c2ccccc2)C1 (centres undefined),-0.1,2,-5,2,-1,-0.3,-1,9
C/C=C/c1ccc([C@H]2[C@H](CO)N(c3nc(CC)cs3)[C@H]2CNC(C)C)cc1,7.0,45,-19,-4,.,0.1,4,5
CC1CCCC(NC(=O)COC(=O)c2cc(=O)[nH]c3ccccc23)C1C (centres undefined),-0.4,-3,-8,3,-2,.,-1,-2
c1ccc(CN=C(NCc2ccccc2)NCc2ccccc2)cc1,0.2,0,4,-19,2,-0.2,2,-2
C[C@H](CO)N1C[C@H](C)[C@H](CN(C)C(=O)C2CCOCC2)Oc2cc(C3=CCCCC3)ccc2S1(=O)=O,0.0,2,14,-1,2,1.1,-1,-8
C[C@H]1CN([C@@H](C)CO)C(=O)c2cc(N(C)C)ccc2O[C@H]1CN(C)S(=O)(=O)c1ccc(Cl)cc1,-1.4,1,10,8,2,.,-4,-6
O=c1c2ccccc2nc(SCc2nnc(-c3ccccc3Br)o2)n1-c1ccccc1,.,-9,-32,3,0,.,3,6
CCCCNC(=O)c1ccc(CS(=O)(=O)Cc2ccccc2F)o1,1.3,3,-16,-9,-1,0.2,3,3
CCOc1ccc(CCNC(=O)CSc2nnnn2C)cc1OCC,0.0,1,-12,.,3,.,-1,.
Cc1ccc(OCc2cc(C(=O)NC3CCOC3)no2)cc1C (centres undefined),0.0,-4,-7,19,2,.,-16,2
Cc1noc(C)c1NC(=O)Nc1ccc2c(c1)C(=O)N([C@@H](C)CO)C[C@H](C)[C@H](CN(C)S(=O)(=O)c1cccs1)O2,0.1,1,17,4,-3,8.9,-7,-6
O=C(O)c1ccccc1C(=O)OCCc1cc2ccccc2c(=O)o1,-0.2,2,-13,14,-14,0.1,-1,-3
CCSc1nnc(NC(=O)[C@@H](NC(=O)c2ccccc2F)C(C)C)s1,0.0,-1,-20,.,1,0.1,1,.
O=C(N[C@H](C(=O)N1CCC[C@H]1C(=O)NC1CCCC1)c1ccccc1)c1ccc(Cl)cc1Cl,0.2,-1,-5,.,4,-0.2,1,.
CCCC(CCC)C(=O)Nc1ccc2c(c1)N(C(=O)CCN1CCN(C)CC1)c1ccccc1CC2,-0.2,6,27,.,-6,.,-6,.
Cc1ccc(CNC(=O)C2CCC(=O)N(CC3CCCCC3)C2)o1 (centres undefined),0.0,-1,-28,2,-1,0.0,5,4

# Screening data as filed in PubChem BioAssay.
